Screening data from PubChem.
SENP8 block = blocks human SENP8 cleavage of Nedd8 substrate; Q96LD8; recombinant SENP8, Nedd8 substrate fluorescence; inhibition, % at 20 µM; actives 0.64% (n = 360,000); AID 602440; in the data active means inhibition mostly above about 40%, no sharp cut-off; inactive means mostly below about 27%
Target sequence (Q96LD8 whole entry, looked up): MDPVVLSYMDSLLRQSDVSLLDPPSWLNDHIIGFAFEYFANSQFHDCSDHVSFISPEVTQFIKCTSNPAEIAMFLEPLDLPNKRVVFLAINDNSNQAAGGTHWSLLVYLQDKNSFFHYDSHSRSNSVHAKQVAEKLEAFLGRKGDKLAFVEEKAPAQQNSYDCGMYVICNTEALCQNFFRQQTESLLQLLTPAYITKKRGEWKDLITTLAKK
PfGluPho inh = PfG6PD (Plasmodium falciparum) enzyme inhibition; PfGluPho enzyme, NADPH resazurin-diaphorase fluorescence; inhibition, % at 20 µM; actives 0.78% (n = 350,000);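 active means inhibition reaching at least a set limit at 20 µM in the primary screen, cut at about 59% in these data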;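 further: 0% = DMSO wells with substrate and 100% = DMSO wells lacking glucose-6-phosphate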
ATG4B inhibitor = inhibitors of human ATG4B cysteine protease. actives 0.51% (n = 340,000). inhibition, % at 8.33 µM. Q9Y4P1. ATG4B cleavage of LC3-PLA2, NBD-HPC fluorescence, 1 h. AID 504462; in the data active means inhibition above about 40%
Target sequence (Q9Y4P1 whole entry, looked up): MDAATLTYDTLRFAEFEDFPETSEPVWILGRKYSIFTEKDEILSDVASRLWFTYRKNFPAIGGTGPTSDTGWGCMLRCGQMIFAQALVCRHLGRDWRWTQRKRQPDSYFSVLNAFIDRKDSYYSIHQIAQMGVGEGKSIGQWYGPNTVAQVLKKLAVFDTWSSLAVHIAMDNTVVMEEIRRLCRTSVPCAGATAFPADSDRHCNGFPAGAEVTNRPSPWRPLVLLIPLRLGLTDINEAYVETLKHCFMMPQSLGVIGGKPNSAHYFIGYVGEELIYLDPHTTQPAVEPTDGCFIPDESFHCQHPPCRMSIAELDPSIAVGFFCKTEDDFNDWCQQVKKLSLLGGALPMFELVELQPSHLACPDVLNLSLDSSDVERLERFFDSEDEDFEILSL
SENP6 block = inhibitors of human SENP6 protease | Q9GZR1 | Recombinant SENP6 catalytic domain, aminoluciferin luminescence | inhibition, % at 10 µM | actives 1.8% (n = 330,000);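 active means inhibition above about 50% at the single tested dose, limit read from the data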;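 further: plate controls were DMSO wells with enzyme for no effect and DMSO wells lacking enzyme for full effect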
Target sequence (Q9GZR1 628-1112 limits assumed): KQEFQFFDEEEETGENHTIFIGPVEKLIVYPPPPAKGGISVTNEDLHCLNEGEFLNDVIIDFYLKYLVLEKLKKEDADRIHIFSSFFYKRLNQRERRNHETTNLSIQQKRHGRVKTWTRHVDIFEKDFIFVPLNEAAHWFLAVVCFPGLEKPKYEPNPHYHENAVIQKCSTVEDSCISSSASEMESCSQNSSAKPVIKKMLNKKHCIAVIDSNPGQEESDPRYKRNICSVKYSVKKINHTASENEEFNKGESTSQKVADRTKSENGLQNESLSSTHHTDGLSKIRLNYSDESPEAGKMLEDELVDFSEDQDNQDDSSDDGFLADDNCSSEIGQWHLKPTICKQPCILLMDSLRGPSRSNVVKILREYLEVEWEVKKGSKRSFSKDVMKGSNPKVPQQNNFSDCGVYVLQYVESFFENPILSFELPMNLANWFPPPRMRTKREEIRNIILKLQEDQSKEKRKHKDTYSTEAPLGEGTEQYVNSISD
MPTP block = blocks calcium-induced mitochondrial swelling; isolated mouse mitochondria, Ca2+ swelling absorbance, 30 min; inhibition, % at 10 µM; actives 1.4% (n = 360,000);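 active means inhibition of 50% or more, scaled per plate between neutral and stimulator controls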;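 further: 0% = DMSO wells given calcium and 100% = 1 mM EGTA wells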
NR3A LBD binder = modulators (binders) of human NR3A ligand-binding domain | NR3A LBD differential scanning fluorimetry, Tm shift; 0% = protein alone, 100% = glycine-bound protein | actives 2.5% (n = 340,000) | Tm shift relative to glycine control, % at 25 µM;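 active means melting temperature shift of at least 10% of the positive control shift, at one fixed dose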
SENP7 block = inhibitors of human SENP7 protease; actives 1.5% (n = 330,000); Q9BQF6; recombinant SENP7, Z-RLRGG-aminoluciferin luminescence, 40 min; inhibition, % at 5 µM;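 active means inhibition above about 50% at the single test dose, limit read from the data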;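 further: plate controls were DMSO with enzyme for no effect and no enzyme buffer wells for full effect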
HKDC1 inh = HKDC1 (human) hexokinase inhibition | inhibition, % at 20 µM | recombinant HKDC1, G6PDH/diaphorase resazurin coupled fluorescence | actives 0.16% (n = 340,000) | Q2TB90;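 active means inhibition above about 35% when tested at 20 µM, limit read from the data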;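 further: plate controls were DMSO wells with enzyme for no effect and DMSO wells lacking enzyme for full effect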
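test system = in-house recombinant HK5 (HKDC1) enzyme | amount = HKDC1 at 5 µg/mL | control set = DMSO-enzyme wells negative, buffer-substituted wells positive | compound = one dose of 20 µM, 1% DMSO | schedule = reaction time 90 min, room temperature, protected from light | technique = resorufin fluorescence at 613 nm | reagent = glucose with 1 mM ATP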
The depositor's hits bear a star; · = no result given. This is a random part of the collection; about 6.9% have a hit in one of these screens.

# | structure | SENP8 block | PfGluPho inh | ATG4B inhibitor | SENP6 block | MPTP block | NR3A LBD binder | SENP7 block | HKDC1 inh
1 | Cc1ccc(-c2ccc(/C=N/n3cnnc3)o2)cc1 | -192 | -4 | 6 | 3 | 1.7 | 0 | -3 | 2
2 | COc1ccc(CCC(C)NC(=O)Cc2ccc(OC)c(OC)c2)c(OC)c1 (stereo not drawn) | 23 | 2 | -2 | 7 | -0.1 | 1 | -8 | -7
3 | CC(C)CC1NC(=O)N(CC(=O)Nc2cc(F)ccc2F)C1=O (stereo not drawn) | -3 | -6 | -10 | -1 | -2.9 | 0 | -4 | -1
4 | N#Cc1ccc(C(=O)Nc2cccc(NC(=O)c3ccco3)c2)c(F)c1 | 24 | 6 | 0 | 1 | -2.4 | 2 | 4 | -6
5 | COCCNC(=O)Nc1ccc2c(c1)N(C)C(=O)CS2 | 6 | -7 | 3 | -11 | 0.4 | 1 | 13 | -4
6 | O=C(C[C@H]1C/C=C\C[C@@H](Cc2ccc(F)cc2)C(=O)OC[C@H]2CCCN2C1=O)N[C@H](CO)Cc1ccccc1 | 2 | -14 | 1 | -11 | 0.8 | 0 | -4 | -2
7 | CC1(c2ccccc2)NC(=O)N(CC(=O)Nc2ccccc2N2CCCCC2)C1=O (stereo not drawn) | 3 | 2 | -4 | -9 | -1.5 | -2 | 3 | -2
8 | CC1(C)CC(=O)C2=C(C1)NC(=O)NC2c1ccccc1Cl (stereo not drawn) | 22 | 21 | 2 | -3 | -0.6 | -1 | -6 | -3
9 | Cc1ccccc1C(=O)OC(C)C(=O)NCc1ccc2c(c1)OCO2 (stereo not drawn) | 1 | -3 | -8 | 4 | -0.6 | 0 | 1 | 0
10 | CSCCC(NS(=O)(=O)c1ccc(Cl)cc1)C(=O)OCC(=O)c1ccc(F)cc1 (stereo not drawn) | 19 | 12 | -2 | -36 | 6.3 | -13 | 4 | 0
11 | CSCCC(=O)Nc1nc(-c2ccccn2)cs1 | 9 | 16 | 4 | · | -1.1 | 0 | · | -2
12 | COc1ccc(N=Cc2c(O)n(-c3ccc(OC)cc3)c(=O)c3ccccc23)cc1 | -31 | -13 | 14 | 8 | -0.1 | 3 | 7 | -4

Compounds above with a halogen:
# | structure | SENP8 block | PfGluPho inh | ATG4B inhibitor | SENP6 block | MPTP block | NR3A LBD binder | SENP7 block | HKDC1 inh
3 | CC(C)CC1NC(=O)N(CC(=O)Nc2cc(F)ccc2F)C1=O (stereo not drawn) | -3 | -6 | -10 | -1 | -2.9 | 0 | -4 | -1
4 | N#Cc1ccc(C(=O)Nc2cccc(NC(=O)c3ccco3)c2)c(F)c1 | 24 | 6 | 0 | 1 | -2.4 | 2 | 4 | -6
6 | O=C(C[C@H]1C/C=C\C[C@@H](Cc2ccc(F)cc2)C(=O)OC[C@H]2CCCN2C1=O)N[C@H](CO)Cc1ccccc1 | 2 | -14 | 1 | -11 | 0.8 | 0 | -4 | -2
8 | CC1(C)CC(=O)C2=C(C1)NC(=O)NC2c1ccccc1Cl (stereo not drawn) | 22 | 21 | 2 | -3 | -0.6 | -1 | -6 | -3
10 | CSCCC(NS(=O)(=O)c1ccc(Cl)cc1)C(=O)OCC(=O)c1ccc(F)cc1 (stereo not drawn) | 19 | 12 | -2 | -36 | 6.3 | -13 | 4 | 0

Shown screen by screen: part of the list above.
8. CC1(C)CC(=O)C2=C(C1)NC(=O)NC2c1ccccc1Cl (stereo not drawn)
9. Cc1ccccc1C(=O)OC(C)C(=O)NCc1ccc2c(c1)OCO2 (stereo not drawn)
5. COCCNC(=O)Nc1ccc2c(c1)N(C)C(=O)CS2
7. CC1(c2ccccc2)NC(=O)N(CC(=O)Nc2ccccc2N2CCCCC2)C1=O (stereo not drawn)

entry no.	8	9	5	7
SENP8 block	22	1	6	3
PfGluPho inh	21	-3	-7	2
ATG4B inhibitor	2	-8	3	-4
SENP6 block	-3	4	-11	-9
MPTP block	-0.6	-0.6	0.4	-1.5
NR3A LBD binder	-1	0	1	-2
SENP7 block	-6	1	13	3
HKDC1 inh	-3	0	-4	-2

The results go on.
# | structure | SENP8 block | PfGluPho inh | ATG4B inhibitor | SENP6 block | MPTP block | NR3A LBD binder | SENP7 block | HKDC1 inh
13 | O=C(Nc1ccc(S(=O)(=O)Nc2ccc(F)cc2)cc1)c1ccc(CN2CCOCC2)cc1 | 8 | 6 | 0 | -14 | 0.1 | -8 | 7 | 1
14 | COc1ccc(C(=O)C2CCCN(Cc3cccn3-c3ccccn3)C2)cc1F (stereo not drawn) | 9 | 2 | 0 | -24 | 1.3 | -1 | -6 | -7
15 | Cc1ccnc(Sc2nc3c(c(=O)[nH]c(=O)n3C)n2CCCc2ccccc2)n1 | 3 | 42 | -6 | 0 | 5.8 | 0 | -5 | -2
16 | Cc1nn(C)cc1CN(C)C(=O)c1cc(-c2ccccc2)nc2ccc(Br)cc12 | -2 | 6 | -10 | -29 | 0.3 | -1 | 1 | -12
17 | Cc1nnc(SCC(=O)Nc2nsc(-c3ccc(Cl)cc3)n2)s1 | -58 | -5 | -1 | -4 | 2.6 | 2 | 1 | 0
18 | Cc1ccc(N=Nc2ccc(O)cc2)c(Br)c1 | 16 | -18 | 4 | 64* | 6.4 | 13* | 20 | -1
19 | O=C(c1cccc(F)c1)N1CCN(C(=O)C(c2ccccc2)c2ccccc2)CC1 | 18 | 7 | -13 | 4 | -0.3 | 1 | -6 | 1
20 | NC(N)=NNC(=O)c1ccccc1Cl | -5 | 9 | -8 | 5 | -0.1 | -3 | -5 | -8
21 | CCc1ccc(NC(=O)Cn2nnc(C(=O)NCc3cccs3)c2N)cc1 | -1 | 5 | 3 | -11 | 2.6 | 3 | 0 | -9
22 | COc1ccc2cc(C)c(SCC(=O)Nc3cc(C)on3)nc2c1 | -17 | 16 | -14 | -8 | 3.2 | 1 | -2 | -9
23 | CC(C)NC(=O)C(c1ccc(F)cc1)N(C(=O)CCC(=O)Nc1ccccn1)C1CCCC1 (stereo not drawn) | -2 | -9 | -4 | -6 | -0.7 | 0 | 9 | -6
24 | Cc1cc(C)cc(N(CCC#N)C(=O)COC(=O)CN2C(=O)NC(C)(C)C2=O)c1 | 5 | 9 | 0 | -9 | -1.1 | 2 | 6 | 4
25 | COc1ccc(-c2csc(NC(=O)C3CSC4(C)CCC(=O)N34)n2)cc1OC (stereo not drawn) | -18 | 5 | -5 | -1 | 0.0 | 3 | -6 | -4
26 | COc1ccc(CNC(=O)CN(C)S(=O)(=O)c2ccc(Br)s2)cc1 | 11 | -2 | -4 | -7 | 0.6 | 0 | -2 | -1
27 | Cc1cc(C)c(S(=O)(=O)c2cccc(Cl)c2)c(=O)[nH]1 | -84 | 13 | -1 | -2 | 0.0 | 2 | -5 | -1
28 | O=C(O)COc1cnc2ccccc2n1 | -246 | -14 | 2 | -1 | 0.0 | 0 | 2 | -7
29 | CCOC(=O)Cn1nc(C)c(NC(=O)COc2ccc([N+](=O)[O-])cc2)c1C | 10 | 9 | -14 | 10 | -0.5 | 0 | 2 | -7
30 | CC(=O)Nc1nc2n(n1)C(c1ccccc1)C=C(c1ccccc1)N2 (stereo not drawn) | -289 | 11 | -8 | -8 | -0.3 | 2 | 12 | -2
31 | CC(=O)Nc1ccc(S(=O)(=O)Nc2cccn(Cc3ccc(C)cc3)c2=O)cc1 | 22 | -13 | 2 | 15 | -0.9 | 0 | 10 | -5
32 | COc1ccc(NC(=O)CSc2nnc3ccc(-c4ccncc4)nn23)cc1OC | 24 | 8 | 1 | 8 | 1.6 | -1 | 6 | 5
33 | O=C(O)c1cccc(NC(=S)N/N=C/c2c[nH]c3ccccc23)c1 | -109 | 4 | -4 | 13 | 2.1 | -18 | -1 | -18
34 | O=C(NNC(=O)c1ccccc1O)c1ccccc1O | -83 | -21 | 6 | · | 0.4 | 3 | · | -21
35 | COc1cc(CN2CCN(Cc3ccc([N+](=O)[O-])cc3)CC2)c([N+](=O)[O-])cc1OC | -7 | 26 | 4 | 7 | 5.0 | -1 | 6 | -7
36 | Cc1c(C(=O)N2CCN(c3ccc(F)cc3)CC2)sc2ncnc(N3CCN(c4ccccn4)CC3)c12 | 12 | 6 | -1 | -38 | 0.4 | -1 | -8 | 6
37 | O=C1CC(N2CCN(c3ccc(Cl)cc3)CC2)C(=O)N1c1ccccc1 (stereo not drawn) | 4 | 7 | -5 | 3 | 0.1 | -1 | 1 | -1
38 | CCC(NS(=O)(=O)c1ccc(C)cc1)C(=O)N1CCC2(O)CCCCC2C1 (stereo not drawn) | 21 | -6 | -10 | -15 | -0.1 | -5 | -1 | 1
39 | CO/N=C(\N)c1ccc([N+](=O)[O-])cc1 | 11 | 9 | 0 | -3 | 0.2 | 0 | 6 | -9
40 | O=C1/C(=C/Nc2ccc3c(c2)OCO3)CCc2ccccc21 | -429 | 88* | 25 | 97* | 6.3 | -4 | 98* | 35
41 | Cc1nn(CC(=O)Nc2cccc(C(F)(F)F)c2)c(=O)c2cccn12 | 16 | 0 | -1 | 17 | -2.3 | 0 | -5 | -6
42 | O=C(NN1CCOCC1)c1ccc(Br)s1 | 15 | 1 | -2 | -27 | 0.4 | -1 | 9 | 2
43 | N#Cc1c(N2C(=O)Nc3ccccc3N2O)sc2c1CCCCCC2 | 10 | 13 | 31 | -3 | -1.2 | -8 | 2 | -15
44 | COc1ccc(C(c2nnnn2CC2CCCO2)N2CCN(c3cccc(C)c3C)CC2)cc1 (stereo not drawn) | 13 | 7 | 2 | -3 | 0.6 | 0 | -11 | 2
45 | COc1cccc(NS(=O)(=O)c2ccc(S(=O)(=O)N3CCOCC3)cc2)c1 | 22 | 2 | -6 | -6 | -0.7 | 3 | 5 | 0
46 | CCc1ccccc1NC(=O)NCCN1CCCCC1 | 13 | -5 | 3 | -6 | 0.1 | -1 | -10 | -3
47 | OCCN1CCN(CC(O)COc2ccc3c(c2)OCO3)CC1 (stereo not drawn) | 21 | -18 | 11 | -10 | 3.0 | -5 | -6 | 2
48 | NC1=Nc2cccc3cccc1c23 | -351 | 32 | -1 | 66* | -1.9 | -1 | 2 | 19
49 | COC(=O)C1=C(N)Oc2cc(C)[nH]c(=O)c2C1c1ccccc1OC (stereo not drawn) | 15 | -7 | 2 | -9 | -0.6 | 1 | 0 | -7
50 | O=[N+]([O-])c1c(Nc2cccc(O)c2)cc(Cl)c2nonc12 | 26 | 54 | 5 | 10 | -0.9 | -4 | -1 | 12
51 | COc1ccc(-c2nn(CCC#N)cc2/C=N/O)cc1OC | 5 | -3 | -8 | -24 | 0.9 | 5 | -2 | -2
52 | CCCCCCCCCC(=O)N[C@H](CN1CCOCC1)[C@H](O)c1ccccc1 | -4 | -8 | 5 | 4 | -4.1 | 1 | 8 | 1
53 | Cc1ccnc(NC(=O)c2ccc3c(c2)OCO3)c1 | -1 | 1 | 4 | 69* | -1.2 | 0 | 92* | -7
54 | Cc1noc(C)c1COc1ccc(C(=O)OCC(=O)OC(C)(C)C)cc1 | 8 | 5 | -4 | -10 | -0.4 | 0 | -5 | 13
55 | O=C1c2cccc3cccc(c23)C(=O)N1CCCc1n[nH]c(=S)n1-c1ccccc1 | -4 | 36 | -4 | -3 | -1.1 | -2 | 5 | 10
56 | O=C(Nc1ccc(Cl)cc1Cl)c1ccc2c(=O)n3c(nc2c1)CCC3 | -14 | 1 | 5 | -5 | -2.0 | -1 | 3 | -3
57 | CCOC(=O)c1c(-c2ccccc2)csc1NC(=O)COc1ccc2c(C)cc(=O)oc2c1 | -7 | -16 | 9 | 8 | 1.5 | -6 | 4 | -13
58 | Cc1ccccc1NC(=O)C(Cl)=C(Cl)Cl | 9 | 26 | -7 | -4 | 2.2 | -1 | -4 | -9
59 | O=C(COC(=O)c1cc(=O)[nH]c2ccccc12)NCc1cccs1 | -197 | -2 | -1 | 3 | 0.2 | 1 | 0 | 4
60 | CCc1cc(=O)oc2cc(C)cc(OC(C)C(=O)NC(Cc3c[nH]c4ccc(O)cc34)C(=O)O)c12 (stereo not drawn) | 14 | 6 | -14 | -22 | -1.7 | -2 | 7 | 9
61 | CSC1=N/C(=C\c2cccc(F)c2)C(=O)S1 | -81 | -15 | 4 | -14 | 1.0 | 5 | -3 | 1
